Screens (PubChem BioAssay)
mouse EphA4 binding: EphA4 ligand-binding antagonists – biochemical, colorimetric, mouse EphA4, primary screen (AID 689). EphA4-AP binding to KYL peptide, pNPP A405; higher % means a stronger effect. inhibition, % at 10 µM; hits with a dose series show IC50 in µM. 62,000 compounds, 0.1% hits; in the data active = a potency from the dose series; inactive = the rest, 99 in 100 with inhibition below about 22%
Starred values were filed as active, the others as inactive; & = joins results of further samples. An excerpt; the hit share may differ from the screen's.

The first 6 records, to show the layout:
mouse EphA4 binding	Molecule
-6%	CCOC(=O)c1ccccc1NC(=O)/C=C/c1ccc(OC)c(Br)c1
-9%	Cc1ccc(S(=O)(=O)N(c2ccccc2)C2CCS(=O)(=O)C2)cc1 (stereo not drawn)
-1%	Nc1scc2c(C(=O)N/N=C/c3ccc(Cl)cc3)nn(-c3ccccc3)c(=O)c12
-13%	CCOc1ccc(C2CC(c3cccc(C)c3)n3ncnc3N2)cc1 (stereo not drawn)
-7%	Cc1ccn2c(C(=O)c3ccc(Cl)cc3)cnc2c1
-5%	N#Cc1c(-c2ccccc2)ccn(Cc2ccccc2Cl)c1=O

The whole of this part, from the start:
mouse EphA4 binding	Molecule
-6%	CCOC(=O)c1ccccc1NC(=O)/C=C/c1ccc(OC)c(Br)c1
-9%	Cc1ccc(S(=O)(=O)N(c2ccccc2)C2CCS(=O)(=O)C2)cc1 (stereo not drawn)
-1%	Nc1scc2c(C(=O)N/N=C/c3ccc(Cl)cc3)nn(-c3ccccc3)c(=O)c12
-13%	CCOc1ccc(C2CC(c3cccc(C)c3)n3ncnc3N2)cc1 (stereo not drawn)
-7%	Cc1ccn2c(C(=O)c3ccc(Cl)cc3)cnc2c1
-5%	N#Cc1c(-c2ccccc2)ccn(Cc2ccccc2Cl)c1=O
-16%	O=C(N1CCOCC1)N1c2ccccc2Sc2ccccc21
-21%	CCCc1[nH]nc2c1C(CCC)C(C#N)=C(N)O2 (stereo not drawn)
9%	CN(C)CCCNC(=O)c1ccc2[nH]c3ccccc3c2c1
-6%	COC(=O)CCC(=O)COc1ccc(OC)cc1C#N
-9%	CC(C)CCNC(=O)Cn1c(=O)oc2cc(S(=O)(=O)N3CC(C)CC(C)C3)ccc21 (stereo not drawn)
-8%	O=C(Nc1ccccc1Cl)c1cc(S(=O)(=O)N2CCCCC2)ccc1N1CCOCC1
-14%	CC(=O)n1cc(Nc2ccccc2C(=O)O)c2ccccc21
-3%	O=C(N/N=C/c1cccs1)c1ccccn1
-13%	C=CCOc1c2ccc(C(=O)NCc3ccccc3OC)cc2nn1C
-3%	O=C(NNC(=O)C1CC1c1ccccc1)Nc1cccc(Cl)c1 (stereo not drawn)
-4%	Cc1nc2cc(-c3sccc3-n3cccc3)nn2c(C)c1C
-6%	CCc1nnc(NC(=O)c2nc3nccc(C)n3n2)s1
7%	C=CCCC(=O)Nc1nc(C)c(-c2csc(Nc3cccc(OC)c3)n2)s1
-13%	CCOP(=O)(OCC)C(Nc1ccccc1)c1ccc2c(c1)OCO2 (stereo not drawn)
-1%	CC(C)OC(=O)c1cnn2c(C(F)(F)F)cc(-c3ccc(F)cc3)nc12
17%	Cc1ccc2c(c1)N(C(=O)C(C)N1C(=O)c3ccccc3C1=O)C(C)(C)c1ssc(=S)c1-2 (stereo not drawn)
-5%	Cc1ccc(S(=O)(=O)NC(CC(=O)N2CCc3ccccc32)c2ccco2)cc1 (stereo not drawn)
-8%	O=C1NCCN1Cc1ccc(F)cc1
-3%	CCCC(=O)Nc1ccc(NC(=O)c2ccccn2)cn1

(cont.)
mouse EphA4 binding	Molecule
-12%	O=S(=O)(c1ccc(-c2csc(Nc3ccc(F)cc3)n2)cc1)N1CCOCC1
-4%	O=C(CSc1ccc2nnc(-c3ccncc3)n2n1)Nc1ccc2c(c1)OCO2
-10%	Cc1cc(C)c2c(c1)-c1cc(C)nn1C(c1ccc3c(c1)OCO3)N2 (stereo not drawn)
-6%	Cc1oc(-c2ccccc2)[n+]([O-])c1C
-2%	C/C=C/C(=O)OCC(=O)Nc1ccc(F)cc1Cl
-13%	COc1ccccc1N1CC(C(=O)OC(C)C(=O)N2CCCc3ccccc32)CC1=O (stereo not drawn)
-11%	COc1ccc(-c2[nH]ncc2/C=N\NS(=O)(=O)c2ccccc2)cc1OC
1%	CC1(C)Cc2c(c(-c3ccccc3)nc(N3CCOCC3)c2C(N)=O)CO1
-9%	CCc1nnc(NC(=O)CSc2ccc(-c3nc4ccccc4[nH]3)cn2)s1
-1%	O=C(c1cccs1)N1CCC(c2nc3c(nnn3Cc3ccccc3)c(=O)[nH]2)CC1
-8%	CCOC(=O)c1nc(S(C)(=O)=O)ncc1Cl
-12%	CCOc1ccc(CN(CCO)CCO)cc1[N+](=O)[O-]
-13%	COc1ccc(-c2noc(CN3CCCCC3)n2)cc1OC
3%	Cc1ccc(C(=O)NC(NC(=S)Nc2cccc3ccccc23)C(Cl)(Cl)Cl)cc1 (stereo not drawn)
-22%	O=C(C(=O)N1CCCc2ccccc21)c1c[nH]c2ccccc12
1%	CCCCNc1nc(-c2ccccc2)nc(-n2ccnc2)n1
-10%	COc1ccc(C(=O)c2oc3nc(C)cc(C)c3c2N)cc1
3%	Cc1ccc(S(=O)(=O)Nc2ccccc2CNc2c(C)n(C)n(-c3ccccc3)c2=O)cc1
5%	COc1ccc(C(=O)CSc2nnc(-c3cccnc3)n2Cc2ccco2)cc1
-10%	CCOC(=O)/C(C#N)=C\c1ccc(OCC(=O)Nc2ccc(C)cc2C)c(OC)c1
-3%	CCN(CC)C(=O)CSc1nc2ncc(Br)cc2[nH]1
-5%	CC(C)(CN)CNc1ccc([N+](=O)[O-])cc1Cl
6%	COc1ccc(NC(=O)Nc2cccc3cccnc23)cc1
-13%	COc1ccc(C2C=C(c3ccccc3)Nc3nnnn32)cc1 (stereo not drawn)
-10%	CCCOCc1ccc(O)c2ncccc12

Reformatted as labelled records: part of the list above
smiles: COc1ccc(-c2noc(CN3CCCCC3)n2)cc1OC
  mouse EphA4 binding: -13%

smiles: Cc1ccc(C(=O)NC(NC(=S)Nc2cccc3ccccc23)C(Cl)(Cl)Cl)cc1 (stereo not drawn)
  mouse EphA4 binding: 3%

More results.
mouse EphA4 binding	Molecule
-8%	Cc1nn(C)c(C)c1N=Cc1c(O)ccc2ccccc12
13%	O=C(NCc1ccco1)c1cccc(S(=O)(=O)N2CCOCC2)c1
-6%	CCOC(=O)c1sc(Nc2cccc(C)c2C)nc1C
-4%	Cc1ccc(N2C(=O)c3ccccc3NC2c2cccc(F)c2)cc1 (stereo not drawn)
-2%	CCOC(=O)N1CCN(c2c(NCCCN3CCCC(C)C3)c(=O)c2=O)CC1 (stereo not drawn)
-1%	COC(=O)c1cc(Br)c(=O)n(-c2cccc(F)c2)c1
-12%	N#Cc1nc(-c2ccc(OCc3ccccc3)cc2)oc1NCCN1CCOCC1
7%	Cc1nn2cc(-c3ccccc3)nc2[nH]c1=O
11%	COc1ccc(Cn2nnnc2C(c2ccccn2)N2CCN(c3cc(Cl)ccc3C)CC2)cc1 (stereo not drawn)
-8%	Cc1ccc(S(=O)(=O)n2ccnc2)cc1C
-5%	Cc1cc(C)n(-c2nc3ccccc3n3cnnc23)n1
-10%	CC(C)CC1NC(=O)N(CC(=O)N2CCN(S(=O)(=O)c3ccccc3)CC2)C1=O (stereo not drawn)
-16%	CCCNC(=O)Nc1ccc2c(c1)nc(C)n2C
2%	CCCc1[nH]nc2c1C(c1cccnc1)C(C#N)=C(N)O2 (stereo not drawn)
13%	COCCn1c(SCC(=O)Nc2nnc(C)s2)nnc1-c1cc2ccccc2cc1O
-22%	CC(=O)Nc1cc(C(=O)N2CCN(C)CC2)ccc1Sc1ccc(C)cc1
1%	Cc1c(Cl)cccc1-c1ccc(/C=N/n2cnnc2)o1
1%&-15%	Cc1ccc(-c2noc(/C=C/c3ccccc3)n2)cc1
-4%	Cc1nc2ccc(S(=O)(=O)NCC(=O)N3CCOCC3)cc2s1
-8%	CCOc1ccc(C(=O)NCCCN(CC)CC)cc1
-7%	COc1ccccc1N1CCN(c2nc(N)c(C#N)c(CC#N)c2C#N)CC1
-10%	O=C(NCc1ccc2c(c1)OCO2)C1CC(c2cccc(Br)c2)=NO1 (stereo not drawn)
10%	CN(C)c1ccc(CNC(=O)C2CCN(S(=O)(=O)c3ccc4c(c3)CCC(=O)N4)CC2)cc1
-9%	Cc1csc(NC(=O)CSc2nnc(-c3ccc(S(=O)(=O)N4CCCC4)cc3)o2)n1
-4%	CCCCOC(=O)C(C)Nc1n[nH]c(=O)[nH]c1=O (stereo not drawn)

Following part.
mouse EphA4 binding	Molecule
-13%	COc1ccc(/C=C2\N=C3CCCCCN3C2=O)cc1OC
-5%	O=C(Nc1ccccc1C(=O)O)c1ccc(Br)o1
-7%	O=C(c1ccc(Oc2ccc(C(F)(F)F)cn2)cc1)N1CCN(c2ccccc2)CC1
17%	COc1cc(C=C2C(=O)N(C)C(=O)N(C)C2=O)cc(Cl)c1OCCOc1ccccc1
0%	C=CCNC(=O)c1ccccc1NC(=O)c1ccc(Cl)c(S(=O)(=O)Nc2cc(C)ccc2C)c1
-3%	Cc1nnc(SCC(=O)NC(=O)NC(C)(C)C)n1N
-2%	CCCOc1ccc(/C=C/C(=O)Nc2ccc([N+](=O)[O-])cc2C)cc1OC
0%	Cc1ccc(OCc2nnc(SCCN3CCOCC3)n2C)cc1
-7%	CC(C)c1ccc(-c2c(C#N)c(N)nc(SCC(=O)N3CCCCC3)c2C#N)cc1
-10%	CC1CCCCN1S(=O)(=O)c1ccc(C(=O)Nc2nnc(-c3ccccc3Cl)o2)cc1 (stereo not drawn)
11%	COc1cc(/C=C2/SC(=S)N(C)C2=O)cc(Br)c1OCc1ccc(F)cc1
-5%	CCc1ccc(NC(=O)C(=O)NCCN2CCN(C(=O)c3ccccc3Br)CC2)cc1
-10%	C=CCNC(=O)c1onc(CSc2cccc(OC)c2)c1C(=O)O
9%	CCOc1ccccc1N(C(=O)CNC(=O)c1ccco1)C(C(=O)NC(C)(C)C)c1ccncc1 (stereo not drawn)
-9%	Cc1c(C)n(CC(O)CN2CCOCC2)c2ccccc12 (stereo not drawn)
-9%	CCOc1cccc(C2NC(=O)NC(C)=C2C(=O)OCc2ccc(OC)cc2)c1 (stereo not drawn)
-14%	O=C(NCc1ccccc1Cl)c1cccc(I)c1
2%	Cc1cc2cc(C)c3nnc(SCC(=O)NCc4ccc5c(c4)OCO5)n3c2cc1C
8%	O=C(COC(=O)[C@@H]1CCCN1C(=O)c1cccs1)NCCc1ccccc1
-10%	Cc1ccc(NC(=O)c2ccc(CNc3c(N4CCOCC4)c(=O)c3=O)cc2)cc1
-4%	CCOc1c(C#N)c(C#N)c2nc(C)cc(C)n12
-1%	Cc1cccc2cc3c(NC(=O)CC(C)C)nn(C)c3nc12
-6%	O/C(=C\Sc1nnc(Cc2ccccc2)o1)c1ccc(F)cc1
-6%	CCOC(=O)C(NC(=O)c1ccccc1OCC)(Nc1ncccn1)C(F)(F)F (stereo not drawn)
-5%	Cc1cnc(-c2nnc(N(C)C(=O)c3ccccn3)s2)cn1

Additional records
mouse EphA4 binding	Molecule
-10%	COC(=O)c1ccc(NC(=O)C2CCN(S(C)(=O)=O)CC2)cc1
-3%	N#Cc1ccccc1NC(=O)CC1CCCCC1
4%	COc1ccc(N2C(=O)C3C(c4ccccc4Cl)OC4(C(=O)c5ccccc5C4=O)C3C2=O)c(OC)c1 (stereo not drawn)
-17%	O=C(C1CCN(c2nnc(-n3cccc3)s2)CC1)N1CCN(c2cccc(C(F)(F)F)c2)CC1
-8%	O=C1[C@H]2[C@@H](C(=O)N1c1cc(Cl)cc(Cl)c1)[C@]1(C(=O)Nc3ccccc31)N1CCC[C@@H]21
-10%	Cn1cccc1/C=N/n1c(-c2ccc(C(C)(C)C)cc2)n[nH]c1=S
2%	CCCCSc1cc(C)nc2ncnn12
2%	CCOC(=O)N1CCN(S(=O)(=O)N(C)C)CC1
-8%	O=C(Nc1ccc(F)cc1)c1ccc([N+](=O)[O-])cc1
-3%	c1ccc2c(c1)ncc1cccn12
-7%	Cc1ccc(C2CC(c3cccc(C)c3)n3ncnc3N2)cc1 (stereo not drawn)
-9%	Cc1ccc(NC(=O)N2CCC(NC(=O)c3ccccc3C)CC2)cc1
-11%	CN(C)C(=O)c1cc(Br)ccc1Cl
-10%	CCCNC(=O)Cn1cnc2sc(C(=O)N3CCN(c4ccc(F)cc4)CC3)c(C)c2c1=O
-6%	CC(C)Cn1c(SCc2nc3ccccc3c(=O)[nH]2)nc2ccccc2c1=O
26%	O=[N+]([O-])c1ccc(-c2ccc(/C=C/c3ccncc3)o2)cc1
9%	Cc1ccc(N(CC(=O)Nc2c(C)n(C)n(-c3ccccc3)c2=O)S(=O)(=O)c2ccccc2)cc1
-2%	CCC(C)NC(=O)CCS(=O)(=O)c1ccc(Br)s1 (stereo not drawn)
4%	Cc1cc(C)nc(SCNC(=O)c2ccc(F)cc2)n1
12%	CCOc1cc(/C=C2\N=C(SCC)SC2=O)cc([N+](=O)[O-])c1OC(C)=O
-8%	COc1ccc2cc(C#N)c(SCC(=O)NNC(=O)Cc3ccccc3)nc2c1
-3%	COc1nc(-c2ccncc2)nc2ccccc12
0%	CN1CCN(CC(=O)C23CC4CC(CC(C4)C2)C3)CC1
-3%&-4%	Cc1nc2cc(S(=O)(=O)N(C)C)ccc2n1-c1ccccc1
-1%	CCN(CC)C(=O)CSc1nc2ncc(Cl)cc2[nH]1

Looked up above:
COc1nc(-c2ccncc2)nc2ccccc12 | mouse EphA4 binding: -3%
Cn1cccc1/C=N/n1c(-c2ccc(C(C)(C)C)cc2)n[nH]c1=S | mouse EphA4 binding: -10%
CC(C)Cn1c(SCc2nc3ccccc3c(=O)[nH]2)nc2ccccc2c1=O | mouse EphA4 binding: -6%
O=C(C1CCN(c2nnc(-n3cccc3)s2)CC1)N1CCN(c2cccc(C(F)(F)F)c2)CC1 | mouse EphA4 binding: -17%
CN(C)C(=O)c1cc(Br)ccc1Cl | mouse EphA4 binding: -11%

(more compounds)
mouse EphA4 binding	Molecule
-10%	CCc1cc(/C(Cc2ccc3ccccc3n2)=N\O)c(O)cc1O
-11%	Clc1ccc(-c2nnc3sc(-c4ccccn4)nn23)cc1
-10%	CC(=O)c1cccc(NC=C2C(=O)OC3(CCCCC3)OC2=O)c1
-8%	COC(=O)C1=C(N)Oc2cc(C)n(Cc3cccnc3)c(=O)c2C1c1ccc(OC)c(OC)c1 (stereo not drawn)
-5%	O=C(COC(=O)c1cccc(C(=O)OCC(=O)NC2CCCCC2)n1)NC1CCCCC1
